Source: PubChem BioAssay (several laboratories)
PolyA inh: blocks polyadenylation in yeast reporter cells; S. cerevisiae SKY197-pL101 polyadenylation reporter, beta-gal luminescence; efflux-impaired pdr1/pdr3 knockout yeast; score 100 = 6 SD above DMSO; calls only at 12 µM; 0.02% of 300,000 active; AID 1875;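 active = lowest replicate activity score at least 50, where 100 means six control SD above control mean; inconclusive = lowest score under 50 but half or more replicates reach 50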;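 also: yeast exposed to compound for 9 h at 30 °C; higher score means more reporter readthrough which indicates perturbed polyadenylation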
KCNQ1 pot: potentiators or activators of human KCNQ1 potassium channel; AID 2648; 0.35% of 310,000 active; P51787; B-score at 10 µM; CHO-K1 KCNQ1, thallium flux FluxOR fluorescence; stronger effect = higher value;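 active = fluorescence ratio B-score, a plate-corrected score, at least three library SD, with initial intensity B-score within 5 SD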
Target sequence (P51787 whole entry, looked up): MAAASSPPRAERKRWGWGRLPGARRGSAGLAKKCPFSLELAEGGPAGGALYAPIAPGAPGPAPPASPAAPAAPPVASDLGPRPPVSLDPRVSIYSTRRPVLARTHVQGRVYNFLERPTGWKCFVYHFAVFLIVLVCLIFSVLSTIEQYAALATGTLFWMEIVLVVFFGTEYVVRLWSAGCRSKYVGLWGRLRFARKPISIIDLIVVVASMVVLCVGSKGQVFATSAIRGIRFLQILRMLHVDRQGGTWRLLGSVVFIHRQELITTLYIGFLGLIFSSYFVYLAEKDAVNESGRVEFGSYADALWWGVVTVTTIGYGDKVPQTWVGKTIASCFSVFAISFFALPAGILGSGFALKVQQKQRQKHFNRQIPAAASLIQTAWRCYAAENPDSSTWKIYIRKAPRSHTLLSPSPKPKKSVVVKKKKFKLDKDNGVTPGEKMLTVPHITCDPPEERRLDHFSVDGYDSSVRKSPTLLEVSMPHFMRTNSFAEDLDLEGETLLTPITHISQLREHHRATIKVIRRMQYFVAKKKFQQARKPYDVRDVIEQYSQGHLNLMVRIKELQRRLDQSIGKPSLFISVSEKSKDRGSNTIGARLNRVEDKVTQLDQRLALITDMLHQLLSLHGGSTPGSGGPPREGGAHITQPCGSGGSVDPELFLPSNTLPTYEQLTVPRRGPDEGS
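Assay system: stable KCNQ1 CHO-K1 line; medium: assay buffer, equal DMSO in all wells; timing: 90 min dye loading and 20 min compound exposure, both at room temperature; technique: kinetic FluxOR thallium fluorescence, 10-s 1-Hz baseline, 110-s post-stimulus read; read-out basis: B score of baseline-normalized fluorescence ratio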
KCNK9 inh: blocks the human KCNK9 two-pore domain potassium channel | Q9NPC2 | HEK293 KCNK9, FluxOR thallium flux fluorescence; stronger effect = lower value | B-score at 10 µM | 1.2% of 310,000 active | AID 488922;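 active = ratio B-score over 3 SD below the library mean, with starting fluorescence within 5 SD of its mean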;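 also: negative B-score means less thallium flux so channel inhibition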
Target sequence (Q9NPC2 whole entry, looked up, the tested form may be a part): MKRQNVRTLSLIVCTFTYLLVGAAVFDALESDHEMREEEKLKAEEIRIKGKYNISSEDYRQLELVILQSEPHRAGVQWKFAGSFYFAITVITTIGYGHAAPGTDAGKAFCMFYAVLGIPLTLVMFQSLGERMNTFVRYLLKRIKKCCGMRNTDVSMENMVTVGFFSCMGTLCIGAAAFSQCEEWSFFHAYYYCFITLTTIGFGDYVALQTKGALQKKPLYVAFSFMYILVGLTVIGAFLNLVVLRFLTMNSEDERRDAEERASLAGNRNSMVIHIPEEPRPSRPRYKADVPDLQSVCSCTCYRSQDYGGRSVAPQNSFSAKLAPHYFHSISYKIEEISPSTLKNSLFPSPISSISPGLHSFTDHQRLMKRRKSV
hERG protect: hERG (human) protection from proarrhythmic block; 0.51% of 310,000 active; CHO-hERG, FluxOR thallium flux, dofetilide IC70 present; Q12809; activation (rescue from dofetilide block), less the hit threshold, % at 10 µM; AID 1511;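 active = activation above the mean of controls blocked by dofetilide plus 5 SD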;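 also: thallium influx through hERG after potassium depolarization seen as dye fluorescence rise; in these data hits start at about 4.7%; inactives centre near -7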
GSK3B inh: blocks human GSK3beta kinase activity; AID 2097; 0.038% of 300,000 active; GST-GSK3beta kinase, ADP-Glo luminescence, 60 min; stronger effect = lower value; activity score (negative = inhibition), % at 10 µM;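 active = more than half of replicate wells score below -50%, meaning over 50% inhibition versus plate controls; inconclusive = some replicates but at most half score below -50%; inactive = no replicate scores below -50%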;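 also: 0% = median DMSO wells and -100% = median GW8510 positive control wells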
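Test system: GST-tagged human GSK3beta kinase, cell-free; evaluation: activity score scaled between in-plate DMSO and GW8510 controls; measured by: ADP-Glo luminescence; incubation: 60 min reaction, RT; benchmarks: DMSO and 20 µM GW8510; reagent: peptide substrate plus 25 µM ATP (final); medium: Tris/MgCl2 kinase buffer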
KCNK3 block: human KCNK3 channel inhibition, primary screen; O14649; CHO-KCNK3 thallium flux, FluxOR fluorescence; stronger effect = lower value; B-score at 10 µM; 0.84% of 340,000 active;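 active = B-score under library mean minus 4 SD, starting fluorescence ratio at most library mean plus 5 SD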;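 also: more negative B-score means stronger inhibition of thallium flux through KCNK3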
Dyrk1A ADPGlo: Dyrk1A (rat) kinase inhibition; ADP-Glo luminescence, NFATc1 peptide; inhibition, % at 12.5 µM; 0.43% of 310,000 active; Q63470; in the data active = inhibition above about 50%;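 also: plate controls were vehicle with enzyme for no effect and no enzyme for full effect; many of its hits are not listed in these tables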
GSK3 alpha inh: human GSK-3 alpha kinase inhibition; ADP-Glo luminescence, 60 min; inhibition, % at 10 µM; 0.1% of 320,000 active; AID 2650;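 in the data active = inhibition above about 50%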;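 also: GST-tagged GSK-3 alpha with peptide substrate and 25 µM ATP; 0% = DMSO neutral wells and 100% = GW8510 positive control wells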
HDAC3 inh: inhibitors of human histone deacetylase 3 | inhibition, % at 8.3 µM | recombinant HDAC3, fluorogenic peptide/trypsin coupled, fluorescence | 0.15% of 320,000 active | O15379; in the data active = inhibition above about 26%, passing the limit was not always enough; inconclusive = no clear call, values can overlap the other calls
RGS4 pot: RGS4 potentiation or activation; 0.92% of 310,000 active; HEK293 M3R/inducible RGS4, carbachol calcium flux Fluo4; stronger effect = lower value; B-score at 10 µM; AID 463111;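 active = B-score of the integrated calcium signal more than 4 SD below the library mean, with starting fluorescence not abnormally high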;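 also: negative B-score means reduced calcium response which marks RGS4 activation or potentiation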
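Material: Inducible-RGS4 HEK293 cells carrying M3 receptor; also added: carbachol at ECmax as muscarinic agonist stimulus; incubation: compound preincubation 20 min at room temperature before agonist; signal: Fluo4-AM (2 µM) calcium-flux fluorescence, kinetic read; measure: integrated calcium ratio converted to B score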
KCNQ1 inh: inhibitors of human KCNQ1 potassium channel | P51787 | CHO-K1 KCNQ1, FluxOR thallium flux fluorescence; stronger effect = higher value | B-score at 10 µM | 1.3% of 310,000 active | AID 2642;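 active = compounds whose thallium flux B-score, printed positive for inhibition, exceeds three library SD while starting fluorescence stays within three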;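 also: channel opened by potassium depolarization with thallium stimulus after 20 min compound exposure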
Active calls of the source: *; i = inactive; ? = inconclusive; nt = not tested or not shown.

Fields: PolyA inh, KCNQ1 pot, KCNK9 inh, hERG protect, GSK3B inh, KCNK3 block, Dyrk1A ADPGlo, GSK3 alpha inh, HDAC3 inh, RGS4 pot, KCNQ1 inh
> CC1CCN(c2c(NCc3ccc(C(=O)N(C)C4CCCCC4)cc3)c(=O)c2=O)CC1
→ i, i, i, -14.6, 1.9, i, 0.2, nt, nt, i, i
> Cc1ccccc1Nc1nc(-c2sc(NC(=O)c3ccc([N+](=O)[O-])cc3)nc2C)cs1
→ i, i, i, -11.9, -0.3, nt, nt, -0.7, 2.1, i, 7*
> CC(=O)C(Sc1ccc2nnc(-c3ccc(C)cc3)n2n1)C(C)=O
→ i, i, i, -8.3, -0.8, i, 8.6, 1.3, 1.9, i, i
> CCOC(=O)c1c(NC(=O)CSc2nnc3c(n2)[nH]c2ccccc23)sc2c1CCN(C)C2
→ i, i, i, -9.2, -0.3, i, -3.1, -20.3, 13.8, i, i
> O=C(/C=C/c1ccc2ccccc2n1)N1CCN(S(=O)(=O)c2ccccc2F)CC1
→ i, i, i, -10.8, 0.4, i, 18.6, -1.7, -4.8, i, i
> Cc1ccc(OCC(=O)Nc2cccc(-c3nnc(-c4ccccc4)o3)c2)c(C)c1
→ i, i, i, -17.7, 0.5, i, -11.0, -2.2, -0.9, i, i
> COCCCNC(=O)CCC(=O)NNc1nc2ccccc2c2nc(-c3ccccc3)nn12
→ i, i, i, -10.5, 0.7, i, -13.1, -3.0, 0.6, i, i
> CCn1c(COc2cccc(OC)c2)nnc1SCC(=O)Nc1cccc(OC)c1
→ i, i, i, -11.3, 3.5, i, 1.8, -2.9, -3.3, i, i
> CN(C)N1C(N)=C(C#N)C(c2ccc(Br)cc2)C2=C1CC(C)(C)CC2=O (configuration not stated)
→ i, i, i, -8.7, 1.5, i, 3.7, -1.2, 2.6, i, i
> COc1ccc(-c2nc(C(F)(F)F)c(OC)o2)cc1OC
→ i, i, i, -9.3, 0.3, i, -1.7, 0.5, -6.3, i, i
> O=C(Nc1cccc(S(=O)(=O)NC2=NCCCCC2)c1)c1cc(-c2ccco2)nc2ccccc12
→ i, i, i, -9.8, -0.6, i, -3.5, -3.0, 8.7, i, i
> O=C(O)c1nc(-c2ccccc2)n(-c2ccccc2)n1
→ i, i, i, -4.3, 1.1, i, -0.5, -2.9, -1.7, i, i
> Cc1cc(-c2nn(-c3ccccc3F)cc2CN2CCCC(C(N)=O)C2)c(C)s1 (configuration not stated)
→ i, i, i, -15.3, -2.5, i, -4.8, -2.8, -7.1, i, i
> O=C(NCCN1C(=O)C2C3C=CC(C3)C2C1=O)N1CCOCC1 (configuration not stated)
→ i, i, i, -3.8, 4.2, i, 5.8, -0.6, 0.6, i, i
> O=C(COc1ccc(-c2ccccc2)cc1)N1CCCC1
→ i, i, i, -13.2, 1.2, i, 2.7, -3.5, 0.6, i, i
> CCCc1c(C)nn(-c2ncccc2[N+](=O)[O-])c1C
→ i, i, i, -18.4, 4.1, i, 0.6, 0.8, 3.4, i, i
> COC(=O)Nc1nnc(SCc2ccc(C)cc2)s1
→ i, i, i, -2.8, 1.6, i, 0.4, -1.7, -7.2, i, i
> COc1ccc(/C=N/N2CCN(c3ccccc3)CC2)cc1Br
→ i, i, i, -8.0, -2.1, i, 4.9, -0.1, -2.8, i, i
> COc1ccc(C(=O)N2CCCC(C(=O)c3ccccc3OC)C2)cc1OC (configuration not stated)
→ i, i, i, 0.4, -1.4, i, 8.2, 0.8, 5.0, i, i
> COc1ccccc1CNC(=O)C1CCCN(S(=O)(=O)c2ccc3c(c2)C(C)(C)C(=O)N3C)C1 (configuration not stated)
→ i, i, i, -9.5, 0.0, i, 4.1, -1.1, -3.4, i, i
> CC(=O)Nc1ccc(NC(=O)C(C)OC(=O)c2cc(S(=O)(=O)N3CCOCC3)ccc2Cl)cc1 (configuration not stated)
→ i, i, i, -4.1, -1.5, i, 1.5, -1.6, 4.6, i, i
> Cc1ccc(-c2cc(C(=O)N3CCN(c4ccc(F)cc4)CC3)c3ccccc3n2)o1
→ i, i, i, -8.2, -3.7, i, 7.9, -0.2, -10.4, i, i
> Cc1cc(Nc2ccc(F)cc2F)n2nc(C)nc2n1
→ i, i, i, -6.4, 3.2, i, 1.6, 1.4, 3.8, i, i
> O=C(CN1C(=O)c2cccnc2Oc2ccc(Cl)cc21)NCCc1ccccc1
→ i, i, i, -10.1, 0.0, i, nt, 1.0, 4.3, i, i
> COc1ccc(-c2nnn3c2nc(NCc2ccccc2)c2ccccc23)cc1
→ i, i, i, -7.8, 1.5, i, -5.9, -0.2, -3.4, i, i
> Cc1cc(C(=O)COC(=O)c2cc(Cl)ccc2N)c(C)n1Cc1ccco1
→ nt, i, i, -3.6, 0.4, i, 4.5, -1.7, -7.3, i, i
> COc1ccc(CC(=O)Nc2cc(Cl)ccc2N2CCCC2)cc1
→ i, i, i, -9.5, -2.8, i, -2.2, -4.5, 13.0, i, i
> Cc1ccc(NC(=S)N(CCCN(C)C)Cc2cc3cc4c(cc3[nH]c2=O)OCO4)c(C)c1
→ i, i, i, -13.4, -2.3, i, 7.0, 0.3, -0.4, i, i
> COC(=O)c1ccc(C2Nc3ccccc3NC3=C2C(=O)CC(C)(C)C3)cc1 (configuration not stated)
→ i, i, i, -9.4, -4.4, i, 6.4, -1.4, -7.7, i, i
> O=C1C2CCCCC2C(=O)N1c1ccc(NC2CCN(Cc3ccccc3)CC2)c([N+](=O)[O-])c1 (configuration not stated)
→ i, i, i, -12.3, -2.1, i, 9.1, -3.9, 8.3, i, i

Three entries already listed, sorted by the value under GSK3 alpha inh, falling.
| Structure | GSK3 alpha inh |
| --- | --- |
| Cc1ccccc1Nc1nc(-c2sc(NC(=O)c3ccc([N+](=O)[O-])cc3)nc2C)cs1 | -0.7 |
| Cc1cc(C(=O)COC(=O)c2cc(Cl)ccc2N)c(C)n1Cc1ccco1 | -1.7 |
| CCn1c(COc2cccc(OC)c2)nnc1SCC(=O)Nc1cccc(OC)c1 | -2.9 |

Other results follow.
Fields: PolyA inh, KCNQ1 pot, KCNK9 inh, hERG protect, GSK3B inh, KCNK3 block, Dyrk1A ADPGlo, GSK3 alpha inh, HDAC3 inh, RGS4 pot, KCNQ1 inh
> Cc1cccc(/C(N)=N/OC(=O)c2ccccc2Cl)c1
→ i, i, i, -19.2, 2.2, i, -26.6, 3.1, 3.5, i, i
> COc1ccc(OC)c(S(=O)(=O)NCCC2=CCCCC2)c1
→ i, i, i, -5.8, 1.4, i, 1.8, -1.3, nt, i, i
> O=C(NCCc1ccc(Cl)cc1)c1ccc2c(c1)OCCO2
→ i, i, i, -3.1, 0.1, i, -2.5, -2.4, 1.2, i, i
> O=C(N/N=C/c1coc2ccccc2c1=O)c1ccc(Cl)cc1
→ i, i, i, -17.0, -1.9, i, 6.2, 4.9, 3.9, i, i
> O=C(Nc1ccccc1Sc1ccccc1)C1CCCO1 (configuration not stated)
→ i, i, i, -5.4, 2.6, i, 2.6, -1.4, -2.7, i, i
> O=c1cc2c(nn1Cc1cccc([N+](=O)[O-])c1)-c1ccccc1CC2
→ i, i, i, -3.5, 1.0, i, 10.6, -4.0, 1.7, i, i
> O=C(Nc1ncc(C(F)(F)F)cc1Cl)c1ccc(S(=O)(=O)N2CCOCC2)cc1
→ i, i, i, -10.3, 0.3, i, 7.0, -0.6, 3.5, i, i
> O=C(Nc1cc2c3c(c1)CC(=O)N3CCC2)c1ccccc1C(F)(F)F
→ i, i, i, -10.4, -2.1, i, 3.5, -0.6, ?, i, i
> CC(=O)Nc1ccccc1OC(C)C(=O)N1CCC(C)CC1 (configuration not stated)
→ i, i, i, -0.2, 1.0, i, -7.6, -2.2, 6.2, i, i
> Cc1nc(-c2ccccc2)sc1C(=O)CSc1ccc(Cl)cc1
→ i, i, i, -6.0, -1.5, i, nt, -1.4, -1.6, i, i
> Cc1ccc(-n2c(Cc3ccccc3)n[nH]c2=S)c(C)c1
→ i, i, i, -19.5, 3.6, i, -4.7, 1.2, 3.6, i, i
> COc1ccc(C(=O)N2CCOC2CNC(=O)C(=O)NCc2ccccc2Cl)cc1 (configuration not stated)
→ i, i, i, -9.4, -2.9, i, -0.9, -0.4, -14.3, i, i
> NC(=O)c1ccc(NC(=O)COC(=O)c2ccccc2Nc2ccccc2)cc1
→ i, i, i, -0.7, 4.6, i, -6.0, 3.5, 2.3, i, i
> O=C1CSC(=S)N1c1cccc(F)c1
→ i, i, i, -6.4, -3.4, i, 4.4, -0.2, 0.8, i, i
> CCCC(O)(c1ccc(OC)cc1)C(CN1CCOCC1)c1ccccc1 (configuration not stated)
→ i, i, i, -8.9, -0.7, i, -7.9, nt, 3.0, i, i
> O=C(NCc1ccccn1)c1ccccc1-c1ccccc1
→ i, i, i, -13.6, -1.3, i, -2.7, 0.1, -3.7, i, i
> C=CCc1cc(Cl)ccc1OCCCNC(C)C
→ i, i, i, -2.6, 2.0, i, -0.3, 1.9, -1.3, i, i
> O=C(O)CCCNc1n[nH]c(=O)[nH]c1=O
→ i, i, i, -5.0, -3.3, i, -1.7, -0.3, 6.1, i, i
> Cn1c(=O)c2c(nc(CN3CCOCC3)n2CCN2CCOCC2)n(C)c1=O
→ i, i, i, -11.2, 2.9, i, -1.5, 0.9, 1.5, i, i
> Cc1ccc(SCC(=O)Nc2cccc(C)c2)cc1
→ i, i, i, -8.1, -2.5, i, -3.1, -5.1, 4.1, i, i
> COc1cc(NC(=O)[C@H](C)NC(=O)N2CCn3c2nc2ccccc23)cc(OC)c1
→ i, i, i, -13.7, 1.8, i, 8.0, -5.9, -5.4, i, i
> COCCn1c(SCC(=O)NCC2CCCO2)nc2c(c1=O)SCC2 (configuration not stated)
→ i, i, i, -9.0, 2.0, i, -7.6, 1.9, 3.5, i, i

This is a subset, so the mix of outcomes need not match the whole.
